SIRT5 block: SIRT5 desuccinylase inhibitors, primary screen, biochemical, fluorescence imaging, single point, set 5 | NAD-dependent protein deacylase sirtuin-5, mitochondrial (Homo sapiens), Q9NXA8 | Purified SirT5, succinyl-peptide AMC, trypsin-coupled fluorescence | inhibition, % at 15 µM | 1.1% of 330,000 active; in the data active means inhibition above about 15%; inconclusive means no clear call, values can overlap the other calls
Target sequence (Q9NXA8 whole entry, looked up): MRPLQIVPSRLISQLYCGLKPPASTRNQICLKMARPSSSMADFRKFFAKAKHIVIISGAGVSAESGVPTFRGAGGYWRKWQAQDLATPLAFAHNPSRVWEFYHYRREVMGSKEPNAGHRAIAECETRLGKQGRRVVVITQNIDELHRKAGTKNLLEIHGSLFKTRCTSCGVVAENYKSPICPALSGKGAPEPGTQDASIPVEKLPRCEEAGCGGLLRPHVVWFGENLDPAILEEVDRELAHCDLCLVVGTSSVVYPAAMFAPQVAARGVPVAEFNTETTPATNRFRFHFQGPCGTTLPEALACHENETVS
LGR2 antag: inhibitors of bursicon-induced LGR2 CRE-luciferase signal, primary screen, cell-based, HEK293, CRE-luciferase reporter, bursicon stimulation; Drosophila bursicon receptor LGR2 (rickets); bursicon-stimulated, 4 h; inhibition, % at 9.99 µM; 0.35% of 380,000 active;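 active means drop in luminescence signal, shown as inhibition above about 50% in the replicate tests, limit read from the data, passing the limit was not always enough; inconclusive means probably only some replicates passing the limit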;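 further: agonist challenge used bursicon conditioned medium at about half maximal strength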
esBAF inh: Bmi1 luciferase reporter increase in mESCs, primary screen, esBAF inhibitor project, mouse ES cells, Bmi1 luciferase knock-in, single point | 24 h; 100% = twice the neutral-well signal | AID 602393, 2012 | reporter increase, % at 12.5 µM | 2% of 350,000 active; in the data active means activation above about 40%; inconclusive means no clear call, values can overlap the other calls;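 further: 0% = median of the plate's neutral control wells and 100% = double that signal; a rise in the Bmi1 reporter signal indicates esBAF inhibition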
Casp6 inh: human caspase-6 inhibitors, primary screen, biochemical, VEID-R110 fluorescence, single point, set 2; purified caspase-6, Z-VEID-R110 cleavage fluorescence; 0.53% of 350,000 active; inhibition, % at 12.5 µM;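 active means mean inhibition across replicates at least about 35%, with every replicate also reaching that limit, limit read from the data; inconclusive means only one of the two criteria met; inactive means neither criterion met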;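 further: 0% = median of neutral control wells and 100% = no fluorescence left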
Target sequence (P55212 24-179 limits assumed): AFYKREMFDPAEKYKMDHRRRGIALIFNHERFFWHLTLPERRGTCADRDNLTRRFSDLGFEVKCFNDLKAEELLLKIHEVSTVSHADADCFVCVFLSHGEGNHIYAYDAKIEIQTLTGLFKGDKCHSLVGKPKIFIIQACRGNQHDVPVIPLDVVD
Target sequence (P55212 194-293 limits assumed): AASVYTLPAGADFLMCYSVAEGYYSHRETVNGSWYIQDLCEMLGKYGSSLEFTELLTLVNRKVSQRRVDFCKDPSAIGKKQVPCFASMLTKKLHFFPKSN
C2C12 statin: suppressors of statin myotoxicity in C2C12 myotubes, primary screen, cell-based, single point, plate reader | AID 602340, 2012 | 0.78% of 330,000 active | C2C12 myotubes + simvastatin, ATP luminescence, 48 h; scaled: DMSO 0, geranylgeraniol control 100 | rescue of ATP level, % at 7.49 µM;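 active means mean ATP rescue above about 67%, or every replicate alone reaching that limit, limit read from the data, passing the limit was not always enough; inconclusive means no clear call, values can overlap the other calls; inactive means mean under the limit and some replicate under it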;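 further: myotubes were challenged with 10 µM simvastatin during compound exposure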
S100A4 MyoIIA: inhibitors of S100A4-myosin IIA peptide binding, primary screen, biochemical, fluorescence polarization, TAMRA-MyoIIA peptide; Protein S100-A4 (Homo sapiens), P26447; inhibition, % at 10.7 µM; 0.14% of 360,000 active; AID 652163, 2013;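 active means mean inhibition of at least 70% across replicates, with every replicate also reaching that level; inconclusive means mean inhibition reaches 70% but some replicates fall short; inactive means mean inhibition below 70%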
Target sequence (P26447 whole entry, looked up): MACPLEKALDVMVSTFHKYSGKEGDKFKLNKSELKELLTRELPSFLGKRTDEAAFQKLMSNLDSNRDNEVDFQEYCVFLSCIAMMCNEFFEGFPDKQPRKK
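assay system = human S100A4 monomer with TAMRA-labelled myosin IIA peptide | also added = labelled myosin peptide probe, 5 nM | incubation = 5 min between mix addition and reading | control set = DMSO and TFP controls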
FN deposit inh: inhibitors of fibronectin matrix deposition, primary screen, AH1F cells, Alexa488-fibronectin fluorescence, plate reader; AH1F fibroblasts, overnight; inhibition, % at 12.6 µM; 0.086% of 350,000 active; AID 743247, 2014;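 active means mean inhibition across replicates of 30% or more, regardless of how many single replicates reach that level; inconclusive means mean under 30% yet at least half of replicates reach 30%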;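 further: positive control wells lacked labelled fibronectin entirely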
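test system = AH1F fibroblasts assembling fluorescent fibronectin matrix | quantity = 10000 AH1F cells per well | buffer or medium = DMEM plus 2% serum, read in PBS | doses = single dose, pinned | incubation = 1 h cell attachment, overnight exposure to compound and label | detection = fluorescence at 485 nm excitation, 525 nm emission | read-out basis = inhibition from reduced deposited-fibronectin fluorescence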
* = called active by the depositor; ? = inconclusive; nt = no result given; & = joins results of further samples.

SMILES	SIRT5 block	LGR2 antag	esBAF inh	Casp6 inh	C2C12 statin	S100A4 MyoIIA	FN deposit inh
COc1ccc(C#Cc2c(-c3ccccc3OC)oc3ccccc23)cc1	nt	8	nt	-1	nt	-8	-1
COc1ccc(Br)c(C(=O)NNC(=O)c2ccc(NS(=O)(=O)c3cccs3)cc2)c1	-2	8	nt	4	-17	-1	-7
Cc1cc(C)cc(NC(=O)CCN2C(=O)c3ccccc3S2(=O)=O)c1	-4	-16	-24	-2	-10	-3	-6
C=CCN(CC=C)S(=O)(=O)c1ccc(C(=O)Nc2nnc(COC)o2)cc1	-2	3	-4	1	0	-13	11
C[C@@H]1CN([C@@H](C)CO)C(=O)c2cc(NC(=O)Nc3ccc4c(c3)OCO4)ccc2O[C@H]1CN(C)C(=O)Nc1ccc(C(F)(F)F)cc1	1	11	?	3	-19	-20	6
CCOC(=O)C(C(=O)N1CCOCC1)C1CCCCC1 (configuration not stated)	nt	nt	-9	nt	8	nt	4
O=C(NCCc1ccccc1)C1(S(=O)(=O)c2ccc(Cl)cc2)CC1	-7	1	1	-1	17	-3	4
Cn1cc(C(=O)N2CCCC(Nc3ccc(F)cc3)C2)c2ccccc21 (configuration not stated)	2	6	-2	5	1	-3	-1
Cc1ccc(OCC(=O)N2CCOCC2)cc1C	-4	6	23	-3	1	1	3
COc1ccc(CN(C)C(=O)Cn2cnc(C(=O)Nc3ccc(C)c(C)c3)n2)cc1OC	6	-3	6	3	-2	?	0
CC(C)N(Cc1ccccc1)C(=O)c1ccc2c(c1)OCO2	-4	-8	-9	-2	-5	-3	-1
CCN=C1SC(CC(=O)NCc2ccccc2)C(=O)N1CC (configuration not stated)	-1	-15	nt	0	nt	0	nt
Cc1ccc(NS(=O)(=O)Cc2ccccc2)cc1Cl	2	-7	4	-2	3	1	-5
O=C(O)C1CC=CCC1C(=O)Nc1cc(Cl)ccc1Cl (configuration not stated)	nt	nt	-2	nt	20	nt	-3
Cc1cccc(NCC(=O)N/N=C\c2cccc(Oc3ccccc3)c2)c1	1	14	-80	0	1	-2	-10
COc1ccc(C)cc1S(=O)(=O)N1CCN(C/C=C/c2ccccc2)CC1	-8	-23	-5	2	7	-5	-11
O=C(OCc1cc(=O)n2ccsc2n1)c1ccc(OC(F)F)cc1	8	-2	0	5	-3	-1	nt
CCn1nc(C)c(/C=N\NC(=O)c2cccc(OC)c2)c1C	3	2	nt	-3	nt	0	-1
O=C(Nc1ccc(F)cc1)N1C[C@H]2[C@@H](c3ccccc31)[C@@H](CO)N2C(=O)c1ccccc1	0	6	9	3	14	-2	nt
c1cncc(-c2nnc(SCc3cccc4ccccc34)o2)c1	-2	5	4	1	-3	-4	-6
Cc1nc2ccccc2n2c(-c3ccccc3)c3c(=O)n(C)c(=O)n(C)c3c12	0	-10	nt	1	nt	0	14
COc1ccccc1Cc1c(-c2ccco2)nc2ccc(C)cn12	nt	-18	7	1	-13	-14	-2
C=CCN1C(=O)c2ccc(C(=O)Nc3ccccn3)cc2C1=O	-1	1	3	-2	-6	-9	4
CCOC(=O)c1ccccc1NC(=O)CSC(C)C(=O)Nc1cc(C)on1 (configuration not stated)	-3	6	nt	-1	-3	-1	nt
CCOC(=O)C1(Cc2ccccc2)CCCN(Cc2cccc(C(C)=O)c2)C1 (configuration not stated)	-2	22	-5	-1	-8	-5	nt
SMILES	SIRT5 block	LGR2 antag	esBAF inh	Casp6 inh	C2C12 statin	S100A4 MyoIIA	FN deposit inh
COc1ccc(-c2csc3ncn(-c4ccccc4OC)c(=O)c23)cc1OC	0	-12	-8	nt	-10	-2	10
CC(C)(C)NC(=O)NC(=O)CN1CCN(c2ccccc2)CC1	0	nt	nt	-1	nt	14	2
COC(=O)CC1(C(=O)OC)Oc2ccc(Br)cc2C(=O)N1c1cc(Cl)cc(Cl)c1 (configuration not stated)	0	9	5	4	8	-2	4
Cc1nn(-c2ccccc2)c(C)c1NC(=O)COC(=O)CCc1ccccc1	2	-22	-3	0	-1	3	-1
CN(C)c1cc(-c2ccc(Br)cc2)oc(=O)c1Cl	0	-14	nt	-2	nt	-7	-10
COc1ccccc1CNC(=O)COC(=O)c1cccnc1SCC(=O)NCc1ccccc1OC	2	-3	nt	0	nt	6	3
CNC[C@H]1Oc2c(NS(=O)(=O)c3cn(C)cn3)cccc2C(=O)N([C@H](C)CO)C[C@@H]1C	0	16	-1	3	-7	8	-6
COCCn1nnnc1C(c1ccccc1OC)N1CCc2ccccc2C1 (configuration not stated)	nt	9	-3	nt	19	nt	8
COc1ccc(/C=N/Nc2nncc3ccccc23)cc1	0	-61	-37	1	-44	2	nt
CCOc1ccc2[nH]cc(C(=O)O)c(=O)c2c1	-2	5	nt	2	nt	5	nt
COc1ccccc1-c1cnc2c(c1)C(=O)N([C@@H](C)CO)C[C@@H](C)[C@@H](CN(C)C(C)=O)O2	-4&1&6	14&20	6&-3&0	2&1&1	7&-1&-1	4&6&5	-4
O=C(CNC(=O)c1ccc(Br)cc1)NCc1cccnc1	-5	10	1	-2	-13	-11	-8
COc1ccccc1N1CCN(S(=O)(=O)c2ccc3c(c2)oc(=O)n3C)CC1	1	3	-6	2	-4	-8	5
COc1ccc(S(=O)(=O)NCC2CCCO2)cc1NC(=O)c1ccccc1 (configuration not stated)	-2	16	0	-3	4	-3	3
COCC(=O)N1C[C@H](C)[C@H](OC)CN(C)C(=O)c2ccc(NC(=O)c3ccc(F)cc3)cc2OC[C@@H]1C	-4	11	0	0	6	-5	-5
COc1ccc(Cl)cc1N1C(=O)CN(Cc2cc(OC)c(OC)c(OC)c2)C1=S	-2	11	4	-5	4	-6	-3
COc1ccc(NC(=O)N[C@@H]2CC[C@H](CCNC(=O)CN3CCOCC3)O[C@@H]2CO)cc1	-1	-9	0	-2	-4	0	1
C[C@@H]1CCCCO[C@@H](CN(C)Cc2ccc(Cl)c(Cl)c2)[C@@H](C)CN([C@H](C)CO)C(=O)c2cc(NC(=O)CCCN(C)C)ccc2O1	-2	2	2	-11	nt	-5	nt
O=C(CSc1nc2c(c(=O)n1-c1ccc(Cl)cc1)SCC2)Nc1ccc2c(c1)OCCO2	1	nt	19	2	14	-2	-4
O=P(c1ccccc1)(c1ccccc1)C(O)c1cccs1 (configuration not stated)	-2	13	-3	4	10	-3	-6
COc1ccc(NC(=O)N(C)C[C@H]2Oc3c(NC(=O)Nc4ccc(C(F)(F)F)cc4)cccc3C(=O)N([C@H](C)CO)C[C@@H]2C)cc1	0	19	-1&-5	0	-12	-6	-6
COc1ccc(N2CCN(S(=O)(=O)c3c(C)nc4scc(C)n4c3=O)CC2)cc1	1	-11	0	4	10	16	-3
C=CCN(CC=C)C(=O)CCc1nnc(CCc2c[nH]c3ccccc23)o1	2	nt	nt	0	nt	0	1
C[C@@H]1CN([C@H](C)CO)C(=O)c2cc(C#CCN(C)C)cnc2O[C@@H]1CN(C)C(=O)CCN1CCCCC1	0	18	-1	3	16	-11	9
CN(C(=O)c1cncc(Br)c1)C1C2CC3CC(C2)CC1C3 (configuration not stated)	-5	-14	17	1	3	-3	4

Just FN deposit inh and LGR2 antag, for 5 of the compounds above:
smiles	FN deposit inh	LGR2 antag
c1cncc(-c2nnc(SCc3cccc4ccccc34)o2)c1	-6	5
Cc1nc2ccccc2n2c(-c3ccccc3)c3c(=O)n(C)c(=O)n(C)c3c12	14	-10
COc1ccccc1Cc1c(-c2ccco2)nc2ccc(C)cn12	-2	-18
C=CCN1C(=O)c2ccc(C(=O)Nc3ccccn3)cc2C1=O	4	1
CCOC(=O)c1ccccc1NC(=O)CSC(C)C(=O)Nc1cc(C)on1 (configuration not stated)	nt	6

Returning to the listing, repeating the 2 entries before the break.
SMILES	SIRT5 block	LGR2 antag	esBAF inh	Casp6 inh	C2C12 statin	S100A4 MyoIIA	FN deposit inh
C[C@@H]1CN([C@H](C)CO)C(=O)c2cc(C#CCN(C)C)cnc2O[C@@H]1CN(C)C(=O)CCN1CCCCC1	0	18	-1	3	16	-11	9
CN(C(=O)c1cncc(Br)c1)C1C2CC3CC(C2)CC1C3 (configuration not stated)	-5	-14	17	1	3	-3	4
Cc1ccccc1S(=O)(=O)N1C[C@H]2[C@H]3C(=O)N(C4CCCCC4)C(=O)[C@H]3CC(=O)[C@H]2[C@@H]1c1ccc(Cl)cc1	-1	8	-1	0	7	15	nt
Cc1ccc(-c2[nH]nc3c2C(c2cccnc2)C(C#N)=C(N)O3)cc1 (configuration not stated)	nt	-12	-5	nt	40	nt	0
Cc1ccc(S(=O)(=O)N2CCOCC2)cc1C(=O)N1CCN(S(=O)(=O)c2cccs2)CC1	0	-15	-3	7	3	0	9
CNC(=O)NC(=O)CSc1ccc(S(=O)(=O)N(C)C2CCCCC2)cn1	2	7	-4	2	15	-10	-13
O=C1COc2ccc(C(=O)CSc3ccc(Br)cc3)cc2N1	-3	-10	-2	0	-1	-6	-3
O=C(NCC[C@H]1CC[C@@H](NC(=O)C2CC2)[C@@H](CO)O1)c1cc(Cl)cc(Cl)c1	-8	-15	2	1	-2	-13	nt
OC(CNCc1ccc2c(c1)OCO2)COc1ccccc1 (configuration not stated)	-2	-3	nt	0	nt	-9	-7
CCc1ccc(NC(=S)NC2CC3CCCC(C2)N3Cc2ccccc2)cc1 (configuration not stated)	-2	3	nt	-2	nt	2	19
O=C1COc2ccccc2N1Cc1c(F)cccc1Cl	-4	-15	6	2	4	47	0
CCCCn1c(N)c(N(CCOC)C(=O)c2oc3c(Cl)cccc3c2C)c(=O)[nH]c1=O	-2	0	0	-1	10	-24	8
COc1ccc(CNc2ncnc3sccc23)cc1	-1	13	-9	-3	-55	-2	0
O=C(/C=C/c1ccc(Cl)c(Cl)c1)NC1=NCCS1	-2	-31	nt	-4	nt	3	4
O=C(COC(=O)c1cccnc1Cl)Nc1ccc(N2CCCCC2)cc1	1	-21	22	-3	5	0	-10
CCOc1ccc(/C=N/NC(=O)c2ccc(Cn3cc(Br)cn3)o2)cc1	-3	-13	nt	1	nt	-2	0
CC(C)c1ccc(C(=O)NN2C(=O)C3CCCCC3C2=O)cc1 (configuration not stated)	-5	-46	nt	-1	nt	-2	-2
c1ccc(-c2csc3ncnc(NCc4ccccn4)c23)cc1	-1	nt	1	-3	-8	-8	4
COc1ccc2ccc(OCC(=O)Nc3cc(C)on3)cc2c1	2	8	-1	-2	4	2	2
O=C(COC(=O)CCN1C(=O)C2CC=CCC2C1=O)Nc1ccc([N+](=O)[O-])cc1 (configuration not stated)	-1	7	-8	-3	5	1	-1
CC1(C(=O)NS(=O)(=O)C2CC2)CCCN(C(=O)c2ccc(C(F)(F)F)cc2)C1 (configuration not stated)	0	-3	8	2	9	12	-1
CC(=O)N/C(=C\c1ccccc1)C(=O)OCc1ccccc1	nt	-2	nt	1	nt	2	-1
CC(C)(O)/C=C/C(=O)[C@](C)(O)C1[C@H](O)C[C@@]2(C)C3CC=C4C(C=C(O[C@@H]5O[C@H](CO)[C@@H](O)[C@H](O)[C@H]5O)C(=O)C4(C)C)[C@]3(C)C(=O)C[C@]12C (some centres not stated)	nt	8	-4	-1	-10	-3	19
CCOC(=O)c1c(C)[nH]c(C)c1S(=O)(=O)N(C)CC(=O)Nc1ccccc1F	-6	10	-8	-5	2	0	-1

Not all compounds are listed (hit frequency here may not be typical).
